# Bioassay records from PubChem BioAssay.
# MazF activator: activators of E. coli MazEF toxin-antitoxin RNase, primary screen, biochemical, fluorescence, uHTS; Endoribonuclease toxin MazF (Escherichia coli (strain K12)), P0AE70; FAM/BHQ RNA-DNA oligo cleavage fluorescence, 5 h; AID 504720, 2011; actives 0.32% (n = 350,000); activation, % at 20 µM; in the data active = activation above about 50%
# PriA SSB inh: inhibitors of Klebsiella pneumoniae PriA binding to SSB C-terminal tail, primary screen, biochemical, AlphaScreen | AlphaScreen SSBct-PriA binding, biotinylated peptide | inhibition, % at 33 µM | actives 0.6% (n = 430,000) | AID 1272365, 2023; in the data active = inhibition mostly above about 37%, no sharp cut-off; inactive = mostly below about 20%;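 also: plate controls were negative control peptide for no effect and reference peptide for full effect; strong numbers were not always called active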
# VHR inh abs: VHR1 phosphatase inhibitors, primary screen, biochemical, absorbance, uHTS; recombinant VHR phosphatase, pNPP absorbance; inhibition, % at 13.3 µM; actives 0.52% (n = 290,000); in the data active = inhibition above about 50%; also: some compounds called inactive have numbers as strong as hits
# Target sequence (P51452 whole entry, looked up): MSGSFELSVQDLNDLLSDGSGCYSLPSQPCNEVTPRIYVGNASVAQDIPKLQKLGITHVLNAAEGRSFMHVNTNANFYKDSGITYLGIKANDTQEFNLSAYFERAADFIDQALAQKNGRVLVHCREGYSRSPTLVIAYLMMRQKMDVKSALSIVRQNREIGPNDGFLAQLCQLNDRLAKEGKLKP
# 3CLpro inhibitor: SARS-CoV 3CLpro protease inhibitors, primary screen, biochemical, quenched FRET; actives 0.14% (n = 290,000); recombinant SARS-CoV 3CLpro, quenched FRET peptide cleavage; inhibition, % at 6 µM; Replicase polyprotein 1ab (Severe acute respiratory syndrome coronavirus), P0C6X7; in the data active = inhibition above about 12%
# TcdB GH inh: TcdB glycohydrolase inhibitors, primary screen, biochemical, single point, plate reader | TcdB glycohydrolase enzymatic assay | inhibition, % at 9.99 µM | actives 0.24% (n = 350,000) | Toxin B (Clostridioides difficile), P18177; in the data active = inhibition above about 10%
# PfHsp40 yeast: rescue of yeast from PfHsp40 toxicity, primary screen, S. cerevisiae, ATP luminescence | S. cerevisiae expressing PfHsp40, growth rescue | growth rescue, % at 12.5 µM | actives 0.68% (n = 340,000); in the data active = growth rescue above about 28%, passing the limit was not always enough;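 also: yeast W303a lacking pdr1 and pdr3 grown in galactose medium; growth measured after three days at 30 °C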
# Rv3671c protease: Rv3671c serine protease inhibitors, primary screen, biochemical, fluorescence polarization, M. tuberculosis H37Rv; inhibition, % at 5.96 µM; P9WHR9; AID 2606, 2010; actives 0.048% (n = 320,000); in the data active = inhibition above about 38%;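 also: extracellular domain of Rv3671c used as enzyme; 0% = enzyme with DMSO and 100% = no enzyme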
# BH1578 lux ind: inducers of Vibrio cholerae quorum light production without autoinducers, primary screen, BH1578 luxS cqsA deficient, single point; activation, % at 18.7 µM; V. cholerae BH1578 lux reporter, luminescence, 6 h; actives 0.16% (n = 350,000); in the data active = activation mostly above about 9.7%, no sharp cut-off; also: not every result past the cut was called active; inactives centre near 0; reference of the scale not given here
# Yp Topo-I inh: Yersinia pestis topoisomerase I inhibitors, primary screen, biochemical, cleavage product accumulation, plate reader, single point. DNA topoisomerase I (Yersinia pestis CO92). Y. pestis Topo-I cleavage product accumulation. activity, % at 10 µM. actives 0.064% (n = 360,000). AID 504884, 2011; in the data active = activity above about 50%, passing the limit was not always enough; also: inactives centre near 2
# Anthrax LF inh2: Bacillus anthracis LF protease inhibitors, primary screen, biochemical, multiplex microsphere, MLPCN library | multiplex microsphere protease cleavage assay | AID 588501, 2011 | Lethal factor (Bacillus anthracis), P15917 | inhibition, % at 10 µM | actives 0.12% (n = 360,000); in the data active = inhibition above about 30%; also: plate controls were buffer without enzyme for full effect and enzyme alone for no effect
# Target sequence (P15917 whole entry, looked up): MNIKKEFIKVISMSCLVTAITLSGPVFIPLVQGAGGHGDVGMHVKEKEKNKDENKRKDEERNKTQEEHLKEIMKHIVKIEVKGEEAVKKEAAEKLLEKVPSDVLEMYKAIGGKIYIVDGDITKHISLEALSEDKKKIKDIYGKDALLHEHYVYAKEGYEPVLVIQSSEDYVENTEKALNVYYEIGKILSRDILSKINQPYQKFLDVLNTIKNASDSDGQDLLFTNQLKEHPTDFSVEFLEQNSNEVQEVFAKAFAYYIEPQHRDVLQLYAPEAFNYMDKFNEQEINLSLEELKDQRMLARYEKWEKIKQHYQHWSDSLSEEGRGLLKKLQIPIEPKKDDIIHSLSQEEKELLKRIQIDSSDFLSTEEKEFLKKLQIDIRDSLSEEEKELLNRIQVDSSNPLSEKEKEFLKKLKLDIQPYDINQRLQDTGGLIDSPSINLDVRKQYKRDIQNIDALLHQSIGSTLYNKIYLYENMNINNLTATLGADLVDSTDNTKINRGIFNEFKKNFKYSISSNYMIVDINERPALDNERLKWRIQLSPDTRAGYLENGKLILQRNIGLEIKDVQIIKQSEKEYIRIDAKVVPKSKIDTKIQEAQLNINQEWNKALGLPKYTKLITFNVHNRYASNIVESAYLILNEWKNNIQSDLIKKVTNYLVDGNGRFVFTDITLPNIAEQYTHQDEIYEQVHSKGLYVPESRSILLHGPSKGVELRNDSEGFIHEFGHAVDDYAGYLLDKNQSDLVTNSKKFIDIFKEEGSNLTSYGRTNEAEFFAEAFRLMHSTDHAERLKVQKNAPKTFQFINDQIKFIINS
# * hit, by the source's call; i = inactive; . = no result given. This is a subset. The share of hits here may be higher or lower than overall.
# Order of results – MazF activator, PriA SSB inh, VHR inh abs, 3CLpro inhibitor, TcdB GH inh, PfHsp40 yeast, Rv3671c protease, BH1578 lux ind, Yp Topo-I inh, Anthrax LF inh2
O=S(=O)(Nc1ccccn1)c1cc(Cl)ccc1Cl
 : 4, -13, 10, -1, 0.9, 0.0, 4, -0.6, 1, -16
CCOCCCN(C)C1CCN(C(=O)c2oc3ccccc3c2NC(=O)Cc2cccc([N+](=O)[O-])c2)CC1
 : 6, 3, 10, 3, 0.5, 0.5, -2, -0.2, 8, 3
O=CN1CCN(C2CC(=O)N(c3ccc4c(c3)OCO4)C2=O)CC1 (stereo unspecified)
 : -7, -8, -13, 4, ., 1.3, 0, -0.4, -5, 0
COc1cc(NC(=O)C/C(C)=N/NC(=O)c2cccs2)c(OC)cc1Cl
 : 16, ., 2, -2, -4.6, 0.5, 5, -0.2, 3, -1
Fc1ccc(-c2nnc(Cc3nnc(-c4ccc(F)cc4)o3)o2)cc1
 : 12, -2, -17, 6, ., -0.3, 0, -0.2, 4, 0
CC(=O)Nc1cc(O)cc(O)c1
 : 1, 0, 7, 4, 0.2, 0.2, -3, 8.3, -8, -2
COc1ccccc1NC(=O)Cc1nn(C)c(=O)c2ccccc12
 : 4, -9, -9, 3, ., -1.4, -7, i, 5, 2
Oc1ccc(/C=N/Nc2ncc(Br)cn2)c(O)c1
 : 0, ., -5, -4, ., 8.5, -2, -0.2, 2, -1
c1ccc2cc(OCCN3CCCC3)ccc2c1
 : 2, 0, 47, -4, ., -2.4, -5, i, 7, -2
CC(N)c1csc(NC(=O)Nc2cccc(C(F)(F)F)c2)n1 (stereo unspecified)
 : ., ., ., ., 0.7, ., ., 0.5, -3, -5
Cc1cccc2c(C(=O)N3CCCCC3)cc(-c3ccccc3)nc12
 : -11, -17, -5, 11, 0.1, 0.5, 1, -0.5, 26, 8
Cc1ccc(Cl)cc1N1CCN(CC(O)COCc2ccco2)CC1 (stereo unspecified)
 : -4, -8, 18, -6, ., -0.7, -2, -0.4, 18, -2
C=CCOc1c(Br)cc(CNc2nccs2)cc1OC
 : -6, -11, 9, -1, ., 0.8, 6, 0.1, 0, -8
CCCCn1c(O)c(C=NC2CC3CCC2(C)C3(C)C)c(=O)[nH]c1=O (stereo unspecified)
 : 7, -12, 9, -3, ., 0.0, -8, -0.3, 29, 8
CN(C(=O)c1cccc(C#N)c1)c1nnc(-c2ccccn2)s1
 : 1, -5, -1, -2, ., 0.5, 6, i, 4, 0
COc1ccc(/C=N/N(C)C2=NCCN2)c(OC)c1OC
 : 7, ., 10, -3, 1.0, -0.2, 3, i, 7, 7
CCN(CC(=O)Nc1c(F)cccc1F)C(=O)c1nn(C)c(=O)c2ccccc12
 : 6, -12, ., ., 0.1, -1.4, -2, i, -9, 6
COc1cccc(C(C(=O)NC2CCCC2)N(Cc2ccccc2OC)C(=O)c2ccco2)c1 (stereo unspecified)
 : -6, -11, 0, 1, ., -1.1, 9, i, 10, 7
CCOC(=O)CN1N=C(/C=C/c2ccc(OC)cc2)CCC1=O
 : -1, -1, 6, -1, ., 0.0, 2, 0.1, 8, -1
COc1ccc(NC(=S)NCC2CCCO2)c(OC)c1 (stereo unspecified)
 : 3, -18, 3, -7, ., -1.7, 1, i, 6, .
O=c1c2c3c(sc2ncn1/N=C/c1ccco1)CCCC3
 : 3, ., 3, 2, 0.7, 0.5, -1, -1.5, 13, -4
Cc1c([N+](=O)[O-])c(C(=O)Sc2ccc(Br)cc2)nn1C
 : 11, -1, 22, -3, 0.4, -0.1, 5, -1.3, 0, .
O=C(CCC(=O)Nc1ccccc1Cl)NNC(=O)Nc1cccc([N+](=O)[O-])c1
 : 3, 26, 21, 2, 1.2, -1.1, 3, ., 1, -4
OC(COc1ccccc1)CN1CCN(c2cccc(Cl)c2)CC1 (stereo unspecified)
 : 7, -10, ., ., -0.4, 1.9, ., i, 18, -7
COc1cccc(C(=O)OCc2ccccc2C#N)c1O
 : 3, -14, 3, 3, ., -0.2, -4, i, 5, -7
Cc1ccc(CNC(=O)C2CN(S(C)(=O)=O)c3cc(Cl)ccc3O2)cc1 (stereo unspecified)
 : -8, -14, 10, 6, 1.4, 1.4, -5, -0.2, 4, -3
Oc1cc2c(cc1CN1CCN(c3ccc(F)cc3)CC1)OCO2
 : 3, -1, 3, -2, 0.7, -0.1, -8, -0.5, 0, -2
COc1ccc(/C=C2\SC(=S)N(CCC(=O)NCCCn3ccnc3)C2=O)cc1
 : -4, 13, 18, -7, 0.1, 0.3, -10, 22, 10, 1
CCOc1ccc2nnnn2n1
 : -1, -14, 12, 3, ., 1.2, -3, -0.8, 0, -2
COc1ccccc1OCC(=O)N1CCCCCC1
 : 1, ., ., ., -0.6, ., ., i, 0, -7

# Laid out differently: 2 of the compounds above.
Compound	MazF activator	PriA SSB inh	VHR inh abs	3CLpro inhibitor	TcdB GH inh	PfHsp40 yeast	Rv3671c protease	BH1578 lux ind	Yp Topo-I inh	Anthrax LF inh2
O=S(=O)(Nc1ccccn1)c1cc(Cl)ccc1Cl	4	-13	10	-1	0.9	0.0	4	-0.6	1	-16
CCOCCCN(C)C1CCN(C(=O)c2oc3ccccc3c2NC(=O)Cc2cccc([N+](=O)[O-])c2)CC1	6	3	10	3	0.5	0.5	-2	-0.2	8	3

# (cont.)
# Order of results – MazF activator, PriA SSB inh, VHR inh abs, 3CLpro inhibitor, TcdB GH inh, PfHsp40 yeast, Rv3671c protease, BH1578 lux ind, Yp Topo-I inh, Anthrax LF inh2
CC(=O)c1ccc(Nc2cc(C)nc3ccccc23)cc1
 : 12, 6, -2, -3, 1.0, 1.3, 8, -1.5, -4, -5
CCc1nc2ccc(C(=O)NCc3ccc4c(c3)OCO4)cn2c1N(C)Cc1ccc(OC)cc1
 : ., ., ., ., -4.3, ., ., -0.4, 28, -2
COc1ccc(C(c2c(C)[nH]n(C(N)=S)c2=O)C(C#N)C#N)cc1 (stereo unspecified)
 : 0, 2, 20, 1, ., 18, 4, i, -7, -4
CCc1nnc(NC(=O)c2ccc(Br)c(S(=O)(=O)N3CCOCC3)c2)s1
 : -2, -9, -23, 2, -1.0, -0.3, -17, -0.5, 8, 1
Cc1ccc(NC(=O)CSc2nc3c(c(=O)[nH]2)CCC3)c(C)c1
 : -2, 3, 10, -4, 1.6, 1.1, 4, -0.3, 6, 2
COc1cc2cc(CN(CCc3ccccc3C)C(=S)NCCCN(C)C)c(=O)[nH]c2cc1OC
 : 34, 3, 7, 1, ., -0.2, 0, -0.2, -6, 0
Cc1nonc1CC(=O)N1CCCC(C(=O)c2cccc(C(F)(F)F)c2)C1 (stereo unspecified)
 : -12, -13, 13, 2, -1.8, -0.7, 0, -3.3, -5, 2
CCc1c(N)nc(N)nc1Nc1ccccc1C
 : -1, -8, ., ., 1.4, 0.3, ., i, -4, -2
Cc1ccccc1Nc1cc(C(=O)NCC2CCCO2)c2ccccc2n1 (stereo unspecified)
 : 1, -9, -4, -2, 1.1, 0.2, -2, -0.3, 0, -10
O=C1Cc2ccccc2Sc2cc(OCCCN3CCCCC3)ccc21
 : -3, 19, -2, 4, ., 0.2, 11, -0.2, 12, -1
CN(C)CCN(Cc1ccccc1)c1nccc(N(C)C)c1C#N
 : 4, -2, 6, 0, 0.3, -0.8, 8, -0.5, -6, -1
CC(=O)N/C(=C/c1ccc(OS(=O)(=O)c2ccc(C)cc2)cc1)C(=O)NCCCO
 : 0, -7, 23, 2, 1.1, ., -5, i, 4, 2
O=C(Nc1ccc(C(=O)N2CCOCC2)cc1)c1ccccc1[N+](=O)[O-]
 : 8, 3, 34, 3, 1.2, -0.9, -1, -0.4, 3, .
COc1ccccc1-c1nc(C#N)c(N2CCN(C(c3ccccc3)c3ccccc3)CC2)o1
 : -4, -14, 8, 1, ., -0.9, 4, i, 4, -3
CCn1nc(NS(=O)(=O)c2ccccc2)c2cc3ccccc3nc21
 : 11, -6, 18, 3, 1.7, 1.0, 5, -0.5, 4, -3
O=C(Nc1nnc([C@@H]2C[C@H](O)[C@@H](CO)O2)s1)c1cccc2ccccc12
 : ., ., ., ., 0.3, ., ., -0.3, 3, -2

# Rewritten as labelled records: four of the compounds above.
SMILES: Cc1ccc(NC(=O)CSc2nc3c(c(=O)[nH]2)CCC3)c(C)c1
- MazF activator = -2
- PriA SSB inh = 3
- VHR inh abs = 10
- 3CLpro inhibitor = -4
- TcdB GH inh = 1.6
- PfHsp40 yeast = 1.1
- Rv3671c protease = 4
- BH1578 lux ind = -0.3
- Yp Topo-I inh = 6
- Anthrax LF inh2 = 2

SMILES: COc1cc2cc(CN(CCc3ccccc3C)C(=S)NCCCN(C)C)c(=O)[nH]c2cc1OC
- MazF activator = 34
- PriA SSB inh = 3
- VHR inh abs = 7
- 3CLpro inhibitor = 1
- TcdB GH inh = .
- PfHsp40 yeast = -0.2
- Rv3671c protease = 0
- BH1578 lux ind = -0.2
- Yp Topo-I inh = -6
- Anthrax LF inh2 = 0

SMILES: Cc1nonc1CC(=O)N1CCCC(C(=O)c2cccc(C(F)(F)F)c2)C1 (stereo unspecified)
- MazF activator = -12
- PriA SSB inh = -13
- VHR inh abs = 13
- 3CLpro inhibitor = 2
- TcdB GH inh = -1.8
- PfHsp40 yeast = -0.7
- Rv3671c protease = 0
- BH1578 lux ind = -3.3
- Yp Topo-I inh = -5
- Anthrax LF inh2 = 2

SMILES: CCc1c(N)nc(N)nc1Nc1ccccc1C
- MazF activator = -1
- PriA SSB inh = -8
- VHR inh abs = .
- 3CLpro inhibitor = .
- TcdB GH inh = 1.4
- PfHsp40 yeast = 0.3
- Rv3671c protease = .
- BH1578 lux ind = i
- Yp Topo-I inh = -4
- Anthrax LF inh2 = -2

# In the list so far, these contain an NH in an aromatic ring.
# Order of results – MazF activator, PriA SSB inh, VHR inh abs, 3CLpro inhibitor, TcdB GH inh, PfHsp40 yeast, Rv3671c protease, BH1578 lux ind, Yp Topo-I inh, Anthrax LF inh2
CCCCn1c(O)c(C=NC2CC3CCC2(C)C3(C)C)c(=O)[nH]c1=O (stereo unspecified)
 : 7, -12, 9, -3, ., 0.0, -8, -0.3, 29, 8
COc1ccc(C(c2c(C)[nH]n(C(N)=S)c2=O)C(C#N)C#N)cc1 (stereo unspecified)
 : 0, 2, 20, 1, ., 18, 4, i, -7, -4
Cc1ccc(NC(=O)CSc2nc3c(c(=O)[nH]2)CCC3)c(C)c1
 : -2, 3, 10, -4, 1.6, 1.1, 4, -0.3, 6, 2
COc1cc2cc(CN(CCc3ccccc3C)C(=S)NCCCN(C)C)c(=O)[nH]c2cc1OC
 : 34, 3, 7, 1, ., -0.2, 0, -0.2, -6, 0
